Compound activity from PubChem BioAssay.
Tb PFK inh – inhibitors of T. brucei phosphofructokinase; O15648; T. brucei PFK, ADP-Glo luminescence; Potency, µM (highest dose often 57.5 µM), inactives show top-dose activity, negative = inhibition, most hits filed as inhibitors; 0.17% of 330,000 active;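 further: potency means the concentration at half of the fitted maximal effect; 0% = uninhibited 1x PFK enzyme wells and -100% = no-enzyme wells; nearly all actives have a fitted effect of over 60% in size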
Target sequence (O15648 whole entry, looked up): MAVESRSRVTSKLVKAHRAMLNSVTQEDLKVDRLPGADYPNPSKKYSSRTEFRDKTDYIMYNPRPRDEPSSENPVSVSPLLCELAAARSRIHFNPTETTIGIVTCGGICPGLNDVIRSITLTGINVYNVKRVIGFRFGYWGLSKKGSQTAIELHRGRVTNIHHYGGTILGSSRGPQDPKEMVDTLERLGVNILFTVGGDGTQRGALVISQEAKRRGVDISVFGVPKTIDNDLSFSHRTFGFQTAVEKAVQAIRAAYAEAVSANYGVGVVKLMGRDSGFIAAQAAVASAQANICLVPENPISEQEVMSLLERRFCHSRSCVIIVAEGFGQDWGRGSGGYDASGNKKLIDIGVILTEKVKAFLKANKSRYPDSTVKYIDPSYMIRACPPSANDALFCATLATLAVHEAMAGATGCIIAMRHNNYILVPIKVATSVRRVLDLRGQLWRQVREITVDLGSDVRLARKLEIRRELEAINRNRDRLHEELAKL
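ADP-Glo luminescence quantified ADP after 45 min at room temperature, with 1.25 nM T. brucei PFK, 0.1 mM ATP and 0.5 mM fructose-6-phosphate in pH 8.0 TEA buffer. qHTS titrations up to 57 µM; curves classified by quality.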
Rab9 prom act – activates the Rab9 promoter; AID 485297; 2.8% of 320,000 active; Huh7 Rab9 promoter-luciferase reporter, luminescence, 24 h; Potency, µM (doses to about 9.22 µM), inactives show at the highest dose activation, negative = inhibition, usual class: activators; further: potency means the concentration at half of the fitted maximal effect; % of control where 0% means no effect; nearly all actives have a fitted effect of over 60% in size
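Luminescence from Amplite-detected luciferase (10 minutes, ambient) reports Rab9 promoter activation. Before that, stable Rab9-luciferase Huh7 cells (1500/well, reduced-serum OP-MEM I plus 10% FBS) were exposed to compound for 24 hours at 37C.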
Giardia kill – kills Giardia lamblia. activity change, % at 7.66 µM, hits read low. 0.15% of 340,000 active. Giardia lamblia trophozoite viability; in the data active means activity change below about -80%; inconclusive means between about -30% and that limit;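 further: parasites exposed to compound for two days anaerobically before the ATP read; on the % scale 0 is the no-effect control and ±100 the full control effect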
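Killing of trophozoites was scored by loss of ATP luminescence after a 48 hrs anaerobic exposure to compounds at 37 deg C, using 100 cells per well.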
FLuc counter – firefly luciferase modulation, counter-screen for miR-21 project; P08659; purified FLuc, Km substrates, luminescence inhibition; Potency, µM (highest dose often 57.5 µM), without a hit: at the highest dose activity change, negative = inhibition, actives largely listed as inhibitors; 6.9% of 360,000 active; AID 588342;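 further: potency means the concentration at half of the fitted maximal effect; plate controls were vehicle for no effect and reference inhibitor for full effect; nearly all actives have a fitted effect of over 55% in size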
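Purified P. pyralis luciferase, 10 nM final, with Km-level 10 uM D-luciferin and 10 uM ATP in 50 mM Tris acetate pH 7.5, 10 mM Mg acetate, 0.01% Tween-20, 0.05% BSA; 6-point qHTS titration about 60 µM downward; luminescence read.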
ELG1 genotoxic – genotoxicity induction in ELG1-luciferase HEK293T cells; HEK293T ELG1-luciferase reporter, luminescence, 16 h; Potency, µM (series often up to 46 µM), inactives show at the highest dose activity change, positive = activation, most hits filed as activators; 1.3% of 330,000 active; AID 504466; further: potency means the concentration at half of the fitted maximal effect; % of control where 0% means no effect; nearly all actives have a fitted effect of over 60% in size
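Cells (2,000/well) expressing the ELG1-luciferase fusion are dosed by pin tool and kept 16 hr at 37 °C, 5% CO2. Signal comes from ONE-Glo luciferase reagent after 30 min at room temperature.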
NPC1 promoter act – NPC1 promoter activation; 2.4% of 320,000 active; Potency, µM (doses to about 9.22 µM), without a hit: at the top dose activation, usual class: activators; AID 485313; Huh7 NPC1 promoter luciferase reporter, 24 h;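 further: potency means the concentration at half of the fitted maximal effect; % of control where 0% means no effect; nearly all actives have a fitted effect of over 60% in size; reporter is driven by a mutant NPC1 promoter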
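Readout is luciferase luminescence, reflecting NPC1 promoter activation in stably transfected Huh7 cells after 24 h compound exposure at 37 °C in reduced-serum medium with 10% FBS.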
RORg inh – blocks mouse ROR gamma transcriptional activity | P51450 | Potency, µM (titrated, usually from 53.6 µM), inactives show at the highest dose activity change, negative = inhibition, usual class: inhibitors | AID 2551 | Drosophila S2 Gal4-RORgamma UAS-luciferase reporter, 20 h | 5.4% of 310,000 active; further: potency means the concentration at half of the fitted maximal effect; on the % scale 0 is the no-effect control and ±100 the full control effect; nearly all actives have a fitted effect of over 60% in size
Target sequence (P51450 whole entry, looked up, the tested form may be a part): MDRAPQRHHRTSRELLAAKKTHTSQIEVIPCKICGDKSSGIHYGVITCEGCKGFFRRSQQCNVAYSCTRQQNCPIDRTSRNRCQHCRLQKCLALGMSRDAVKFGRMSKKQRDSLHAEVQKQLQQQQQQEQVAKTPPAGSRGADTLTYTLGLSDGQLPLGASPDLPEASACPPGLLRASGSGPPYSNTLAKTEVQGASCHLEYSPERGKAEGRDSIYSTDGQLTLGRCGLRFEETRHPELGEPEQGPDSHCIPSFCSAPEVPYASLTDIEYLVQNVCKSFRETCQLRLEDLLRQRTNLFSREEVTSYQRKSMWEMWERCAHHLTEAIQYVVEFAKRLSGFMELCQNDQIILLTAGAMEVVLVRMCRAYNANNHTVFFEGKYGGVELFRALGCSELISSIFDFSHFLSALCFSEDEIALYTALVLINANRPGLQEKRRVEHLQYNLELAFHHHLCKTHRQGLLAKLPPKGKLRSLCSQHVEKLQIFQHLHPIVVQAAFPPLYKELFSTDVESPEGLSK
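Using a luciferase readout, inhibitors were identified by reduced reporter activity in Drosophila cells coexpressing a copper-inducible Gal4–ROR gamma fusion and UAS-driven Photinus luciferase, incubated 20 hr after 700 uM copper sulfate.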
KCNH2 3.1 inh – KCNH2 3.1 (human) potassium channel inhibition. U2OS KCNH2 3.1, thallium flux FluxOr; stronger effect = lower value. activity change, % (tested at about 1.8 µM). 0.95% of 340,000 active. AID 720553;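 active means maximum activity change below -70%; inconclusive means maximum activity change from -70% to -50%; inactive means maximum activity change above -50%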;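 further: thallium influx rate constant from kinetic fluorescence after stimulation buffer; on the % scale 0 is the no-effect control and ±100 the full control effect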
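Measured as rate of thallium-driven FluxOr signal in transduced U2OS cells carrying the 3.1 channel, read kinetically for 2 min upon stimulation; values are rate constants scaled to DMSO control wells.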
VP16 counter – Gal4-VP16 reporter inhibition counter-screen; Drosophila S2 Gal4-VP16 UAS-luciferase, luminescence, 20 h; Potency, µM (series often up to 53.6 µM), inactives show at the top dose activity, negative = inhibition, most hits filed as inhibitors; 3.5% of 310,000 active;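 further: Gal4-VP16 expression switched on by copper sulfate through the metallothionein promoter; potency means the concentration at half of the fitted maximal effect; on the % scale 0 is the no-effect control and ±100 the full control effect; nearly all actives have a fitted effect of over 50% in size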
FBPA coupling cs – coupling enzyme interference in Giardia aldolase counter-screen; activity change, negative = inhibition, % at 58.2 µM, hits read low; coupling enzyme system counterscreen, AmpLite Red fluorescence; 0.67% of 290,000 active; in the data active means activity change below about -30%; further: on the % scale 0 is the no-effect control and ±100 the full control effect
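Counterscreen lacking aldolase: glyceraldehyde-3-phosphate coupling-enzyme reagent preincubated 10 min at RT with compound (at 57.5 uM final), then substrate/coupling system with AmpLite Red added; fluorescence read at 525/598 nm after 20 min RT.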
uPA surface inh – cell surface uPA generation inhibition | 0.31% of 330,000 active | Potency, µM (top dose mostly 38.3 µM), without a hit: at the top dose activity change, negative = inhibition, most hits filed as inhibitors | cell surface uPA generation assay, qHTS | AID 540303; active means well fitted inhibition curve with a large enough effect; inconclusive means small, poorly fitted or top-dose-only effect; inactive means no such curve, though single readings can be large or run the other way; tested in mouse RAW 264.7 cells; further: potency means the concentration at half of the fitted maximal effect; on the % scale 0 is the no-effect control and ±100 the full control effect; nearly all actives have a fitted effect of over 55% in size
An asterisk follows results filed as active; u = inconclusive; x = not tested or not shown; & = joins results of further samples; [ ] = dose if it differs, or a comment. Unless noted, the call rests on the fitted dose curve; in most records, active means well fitted curve in the direction sought with a large enough effect; inconclusive means small, poorly fitted or top-dose-only effect, or another doubt; inactive means no such curve, though single readings can be large; an effect the other way counts as inactive or inconclusive.

Fields – Tb PFK inh, Rab9 prom act, Giardia kill, FLuc counter, ELG1 genotoxic, NPC1 promoter act, RORg inh, KCNH2 3.1 inh, VP16 counter, FBPA coupling cs, uPA surface inh
#1 Cc1cccc(COc2ccc(/C(O)=C3\C(=O)C(=O)N(CCN(C)C)C3c3ccncc3)cc2)c1 (stereo unspecified)
    -5.2%, 1.5%, -2.3, u, 8.6%, 1.9%, 15.5%, 2.1, -6.0%, 11.3, -0.5%
#2 CCOc1ccc2nc(NC(=O)C3CCN(c4cnccn4)CC3)sc2c1
    -0.6%, -11.9%, -10.9, u, -9.5%, -3.3%, 30.1%[10 µM], -20.8, -1.2%, -0.2, -2.7%
#3 COc1cc(/C=N/NC(=O)c2cncc(Br)c2)cc([N+](=O)[O-])c1O
    1.7%, 2.6%, -24.0, -1.3%, 3.9%, -20.5%, 0.316µM*, 7.6, u, 6.4, -5.5%
#4 COC(=O)CNC(=O)C1(C)C=CCN1C(=O)c1ccccc1 (stereo unspecified)
    2.1%, u, 7.1, 15.1µM*, u, 14.7%, -10.2%&20.3%, 13.3, u, 3.5&1.8, -2.0%
#5 Cc1noc(C)c1COc1cccc(C(=O)Nc2ccc(C#N)cc2)c1
    -4.7%, -5.3%, 14.5, -18.0%, -1.2%, -2.0%, -3.0%, -18.2, 17.7%, 0.5, 3.2%
#6 COc1ccc(N(CC(=O)N2CCc3ccccc32)S(=O)(=O)c2c(C)noc2C)cc1
    0.1%, -5.8%, -7.0, 4.7%, -2.4%, -0.9%, 14.9%, -3.8, -2.4%, -1.5, 3.9%
#7 N#Cc1cc([N+](=O)[O-])ccc1NCC1CCCO1 (stereo unspecified)
    -4.1%, -0.9%, -3.4, 4.0%, -0.1%, -1.3%, -1.0%, 4.2, 1.0%, -1.4, -0.6%
#8 CC(=O)N/C(=C\c1ccccc1)C(=O)Nc1ccccc1C
    -1.2%, -6.3%, -0.9, 6.8%, 0.5%, -2.6%, 12.8%, 22.3, -4.0%, -1.0, 9.3%
#9 COCCn1c(C)nnc1SCC(=O)NNC(=O)c1ccc(Cl)cc1
    1.8%, 0.2%, -6.9, 0.1%, 0.1%, 0.6%, -25.1%, -0.1, 9.2%, 2.0, 5.5%
#10 Cn1ccnc1SCc1nc2c(cnn2-c2ccccc2)c(=O)[nH]1
    -0.1%, -2.2%, 1.4, -1.5%, -3.8%, -3.1%, -42.9%, 29.1, -22.9%, -0.4, -2.8%
#11 O=C(Nc1nnc(-c2ccccc2)o1)c1cc(-c2cccs2)nc2ccccc12
    4.0%, -1.4%, 11.4, 19µM*, -4.5%, -3.5%, 4.47µM*, -3.4, 1µM*, 5.2, u
#12 CCOCCCNC(=O)Cc1cc(=O)[nH]c(=O)[nH]1
    -9.8%, -6.0%, -12.5, 1.5%, -7.5%, 1.0%, -13.5%, -8.5, -14.1%, 5.2, 9.0%
#13 O=C(Nc1c(C(=O)NCc2ccco2)cnn1-c1ccccc1)c1ccc(F)cc1
    -12.7%, 0.4%, u, 0.1%, 0.4%, 5.3%, -10.8%[0.365 µM], 3.9, x, -2.6, 2.5%
#14 CCOC(=O)c1ccc(N2C(=O)c3n[nH]c(C)c3C2c2ccc(OC)c(OC)c2)cc1 (stereo unspecified)
    5.7%, -2.4%, 2.5, 3.4%, 11.3%, 0.1%, u, -1.0, 5.5%, 0.2, 1.6%
#15 Cc1ccc2nc(-c3cccnc3)cc(C(=O)N3CCN(c4ccc([N+](=O)[O-])cc4)CC3)c2c1
    -0.7%, -11.6%, -1.1, u, -6.4%, -6.4%, 0.8%, u, -1.6%, 0.9, -0.4%
#16 CC1(C)Cc2c(cnn2-c2cccc(F)c2)C(NC(=O)c2ccc[n+]([O-])c2)C1 (stereo unspecified)
    -9.0%, -2.4%, -0.7, -0.5%, -3.4%, -0.1%, 3.9%, 16.8, -0.3%, x, 7.3%
#17 CS(=O)(=O)N1CCC(C(=O)N2CCN(C(c3ccccc3)c3ccccc3)CC2)CC1
    -5.9%, -9.1%, -0.9, 2.5%, -0.2%, -4.6%, -1.3%, -1.7, 3.0%, 2.2, 2.7%
#18 O=C(Nc1ccc2nc(-c3cccs3)[nH]c2c1)c1ccco1
    0.4%, u, -15.9, 7.57µM*, 4.4%, 27.5%, u, -11.8, 4.2%, -5.4, -9.4%
#19 COc1ccc(C(=O)NCCCNC(=O)c2ccc(C)nc2)cc1
    -2.7%, -3.4%, 23.3, -2.1%, 0.4%, 0.9%, 25.8%, -0.3, 2.2%, -4.7, 0.8%
#20 O=C(Nc1c(Cl)cccc1Cl)c1ccc(-c2ccccc2)cc1
    5.9%, 8.5%, 11.1, 1.8%, -1.0%, 21.5%, -22.6%, -3.1, 0.9%, 0.8, -2.8%
#21 CCCC[C@H](CN[C@@H](CNC)[C@H](C)CC)NCCC12CCC(CC1)C2
    -5.9%, -1.4%, 29.0, -1.4%, -8.2%, 2.3%, -23.7%, -19.6, -5.7%, -0.1, u
#22 O=C1CCCC(=O)C1=C1SCCCS1
    1.2%, 1.8%, -19.8, -0.2%, 1.8%, -2.3%, 0.0%, -12.2, -7.2%, 4.1, 6.0%
#23 CC(C)C(=O)Nc1cccc(NC(=O)c2cc3ccccc3o2)c1
    -3.7%, u, -7.2, 6.01µM*, u, u, -11.1%, 5.8, -4.4%, -6.5, -6.2%
#24 O=C(Nc1nccs1)c1ccc2c(c1)OCO2
    1.8%, 1.58µM*, 5.6, 6.01µM*, u, 2.24µM*, -41.9%, -2.1, 4.5%, 1.1, -9.0%
#25 Cc1ccc(N2C(=O)[C@@H]3[C@H](C2=O)[C@H]2C=C(C(=O)c4ccccc4)C=CN2[C@@H]3C(=O)c2ccc(Cl)cc2)cc1
    -2.2%, -2.2%, 23.5, -6.5%, 1.1%, -2.0%, 15.8%, -1.2, -13.3%, -5.8, -4.1%
#26 CC(=O)Nc1c(I)c(C(=O)N[C@H]2C(O)O[C@H](CO)[C@@H](O)[C@@H]2O)c(I)c(N(C)C(C)=O)c1I (stereo partly specified)
    -3.3%, 1.7%, 4.4, -1.0%, -9.2%, 16.4%, x, 2.9, x, x, 18.8%
#27 COc1ccc(NS(=O)(=O)c2cc(NS(=O)(=O)c3cccs3)ccc2C)cc1
    16.4%, -3.0%, 6.1, 3.9%, 1.2%, 5.7%, x, -3.1, x, x, -0.3%
#28 Cc1ccc(C(=O)OCC(=O)Nc2ccc3[nH]c(=O)[nH]c3c2)cc1S(=O)(=O)N1CCOCC1
    -1.6%, 5.0%, -4.2, -1.4%, 1.2%, -3.0%, x, 13.2, x, x, 0.7%
#29 CCN(CC)CCNC(=O)c1ccc2c(c1)NC(=O)c1ccccc1S2
    3.6%, -8.8%, -28.7, -1.0%, 14.4%, 1.9%, 2.1%, -8.6, 2.9%, 3.7, 14.6%
#30 Cc1cc(=O)[nH]c(SCC(=O)Nc2nnc(CC(C)C)s2)n1
    -0.1%, -1.4%, -3.4, 3.2%, -1.1%, 0.1%, 11.6%, 0.7, 3.3%, 1.7, 0.3%
#31 CC(C)C[C@@H]1NC(=O)[C@H](CO)NC(=O)c2cc([N+](=O)[O-])cc(I)c2OCC[C@@H](C(N)=O)NC1=O
    -11.5%, -2.5%, 11.1, 4.5%, -0.8%, 0.3%, 16.3%, 26.1, -13.0%, -2.3, 4.8%
#32 Cc1nn(C)c(C(=O)N/N=C/c2cccnc2)c1Cl
    -6.8%, -2.1%, -0.7, 0.3%, -0.4%, -4.9%, -1.4%, -11.8, 3.5%, x, 0.4%
#33 O=C(CSc1nnnn1-c1ccccc1)Nc1ccccc1
    -5.4%, -0.1%, 3.7, 2.7%, -0.1%, -2.9%, 25.4%, 10.6, -12.5%, 0.9, 5.1%
#34 CCCCCc1nnc(NC(=O)c2ccc3nc[nH]c3c2)s1
    -4.2%, 21.0%, 22.4, -11.5%, -1.7%, -0.2%, x, -6.5, x, x, -1.2%
#35 CCOc1ccccc1NC(=O)NCc1cccnc1
    -6.2%, -11.1%, -14.8, -1.4%, -2.7%, 4.1%, -0.6%, 17.4, 6.8%, 1.4, 2.0%
#36 COc1ccccc1-c1ccc2nnc(SCC(=O)N3CCCC3)n2n1
    -0.7%, -4.6%, 5.2, -0.5%, 3.9%, -6.6%, x, -5.7, x, x, -2.6%
#37 Cn1cc(CN2CCC(C(O)c3cccs3)CC2)c(-c2cccc(Cl)c2)n1 (stereo unspecified)
    -3.3%, 11.6%, u, -0.3%, -4.6%, 0.3%, 2.9%, -15.6, -16.5%, 2.5, -3.8%
